# GLP-1R inv ag – GLP-1 receptor (human) inverse agonism; P43220; HEK293 GLP-1R CRE-luciferase, luminescence, 24 h; GLP-1R form is constitutively active; Potency, µM (doses to about 38.3 µM), for inactives: at the highest dose activity change, negative = inhibition, usual class: inhibitors; 410,000 tested, 1.6% active; AID 624417; note: potency is the fitted concentration of half-maximal effect; % is set by controls: 0 for no effect and ±100 for the full control effect; nearly all actives have a fitted effect of over 55% in size
#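 Using stably transfected HEK293 (constitutively active GLP-1R, cAMP-luciferase reporter), compounds were incubated 24 hr and luciferase measured by luminescence.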
# D3 ag – activates the human D3 dopamine receptor; max activation, %; 410,000 tested, 0.58% active; D3R DiscoveRx beta-arrestin cells, luminescence, 90 min; P35462; in the data active = max activation above about 30%; note: 0% is about no effect; mostly tested at two doses, the higher about 12 µM
# Target sequence (P35462 whole entry, looked up): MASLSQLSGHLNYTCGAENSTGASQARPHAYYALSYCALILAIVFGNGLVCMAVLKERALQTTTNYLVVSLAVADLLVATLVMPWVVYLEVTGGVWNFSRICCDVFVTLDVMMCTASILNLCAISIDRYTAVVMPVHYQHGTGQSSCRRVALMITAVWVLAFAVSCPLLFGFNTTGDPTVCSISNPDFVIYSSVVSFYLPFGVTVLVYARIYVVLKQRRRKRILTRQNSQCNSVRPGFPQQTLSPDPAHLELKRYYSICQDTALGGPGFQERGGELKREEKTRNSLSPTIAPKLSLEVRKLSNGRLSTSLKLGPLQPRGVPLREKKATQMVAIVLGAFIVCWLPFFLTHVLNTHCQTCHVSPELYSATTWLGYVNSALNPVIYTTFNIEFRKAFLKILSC
#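 Cells at 1500/well, incubated overnight, then treated with pinned compounds (dopamine as control) for 90 min at 37 degrees C. DiscoveRx reagent added for 30 - 60 minutes at room temperature; luminescence read.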
# aSyn rescue – rescues yeast growth from alpha-synuclein toxicity; Yeast expressing alpha-synuclein, growth rescue, BacTiter-Glo, 24 h; 370,000 tested, 0.14% active; Potency, µM (titrated, usually from 46.1 µM), for the others: at the top dose growth rescue (activation), most hits filed as activators; AID 652106; note: potency is the fitted concentration of half-maximal effect; % of control where 0% means no effect; nearly all actives have a fitted effect of over 65% in size
#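 Rescue of yeast growth: cells expressing toxic alpha-synuclein, induced in galactose at OD600 0.02, incubated with compound 24 h at 30 C. ATP luminescence quantified growth; inhibitors of toxicity appear as activators.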
# PTHR1 ag – activates the human parathyroid hormone receptor PTHR1; Potency, µM (series often up to 115 µM), for inactives: at the highest dose activation, hits mostly activators; 410,000 tested, 0.075% active; Q03431; HEK293 GP2 PTHR1 cells, GloSensor cAMP luminescence, 1 h; AID 743266; note: potency is the fitted concentration of half-maximal effect; nearly all actives have a fitted effect of over 55% in size; some results filed as inactive show a strong effect at the top dose; inactives centre near -15; many of its hits are not listed in these tables
# Target sequence (Q03431 whole entry, looked up): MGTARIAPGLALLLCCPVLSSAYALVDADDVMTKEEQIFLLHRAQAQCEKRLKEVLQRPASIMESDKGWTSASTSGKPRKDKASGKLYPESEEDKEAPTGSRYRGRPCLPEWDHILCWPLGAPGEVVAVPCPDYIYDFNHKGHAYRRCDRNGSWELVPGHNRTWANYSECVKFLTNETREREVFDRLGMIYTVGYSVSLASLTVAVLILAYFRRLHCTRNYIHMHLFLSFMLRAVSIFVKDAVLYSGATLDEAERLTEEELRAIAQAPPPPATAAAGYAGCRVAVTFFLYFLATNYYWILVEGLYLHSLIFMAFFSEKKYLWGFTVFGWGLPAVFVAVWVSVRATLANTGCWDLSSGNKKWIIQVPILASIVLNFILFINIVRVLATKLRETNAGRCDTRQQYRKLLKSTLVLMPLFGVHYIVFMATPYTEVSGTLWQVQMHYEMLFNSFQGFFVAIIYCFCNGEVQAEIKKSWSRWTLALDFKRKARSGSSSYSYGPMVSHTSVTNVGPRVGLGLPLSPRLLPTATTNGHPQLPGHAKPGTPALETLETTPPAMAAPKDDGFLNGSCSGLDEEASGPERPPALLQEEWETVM
#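 HEK-293-derived GP2 cells expressing PTHR1 and a GloSensor cAMP reporter, 3,000/well, plated overnight, given luciferin plus IBMX (each 0.5 mM as added) for 1 h at 37 °C, then compound for 1 h at 37 °C. Luminescence was read after 15 min at room temperature.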
# KB-V1 cytotox – kills drug-selected multidrug resistant KB-V1 cells; Potency, µM (highest dose often 46.1 µM), inactives show at the top dose activity change, negative = cytotoxicity, actives largely listed as cytotoxic; KB-V1 MDR cells viability, CellTiter-Glo, 72 h; 400,000 tested, 3.4% active; note: potency is the fitted concentration of half-maximal effect; % is set by controls: 0 for no effect and ±100 for the full control effect; nearly all actives have a fitted effect of over 60% in size
#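 KB-V1, DMEM (no phenol red) + 10% FBS; cpd pin-transferred, titration series; 72 h, 37 degrees C; CellTiter-Glo, luminescence. Data normalized, curve-fit.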
# GLP1R cytotox – cytotoxicity in counter-screen for GLP-1R inverse agonists; HEK293 cAMP-luciferase reporter cells, luminescence, 24 h; Potency, µM (doses to about 38.3 µM), for inactives: at the highest dose activity change, negative = inhibition, hits mostly inhibitors; 410,000 tested, 0.13% active; AID 624418;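 note: loss of luciferase light is scored as toxicity; potency is the fitted concentration of half-maximal effect; % is set by controls: 0 for no effect and ±100 for the full control effect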
#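 Compound-treated cells are incubated 24 hr at 37 deg C under 5% CO2 after a 12 hour attachment period, then luciferase detection reagent is added and luminescence is measured following 12 min at room temperature; lowered signal indicates toxicity.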
# D3 antag – antagonists of human D3 dopamine receptor; D3R cells, DiscoveRx beta-arrestin luminescence, antagonist mode; hits give low values; max response, negative = inhibition, %; 360,000 tested, 2.5% active; in the data active = max response below about -50%; inconclusive = no clear call, values can overlap the other calls; note: % is set by controls: 0 for no effect and ±100 for the full control effect; mostly tested at two doses, the higher about 12 µM
#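 Cells expressing the human receptor were seeded at 1500 cells/well, incubated overnight at 37 degrees C in 5% CO2, then exposed to library compounds with dopamine controls for 90 minutes at 37 degrees C before luminescent detection.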
# GLP-1R agonist – GLP-1 receptor (human) agonism | HEK293 GLP-1R CRE-luciferase, luminescence, 4-6 h; cells express a hypersensitive GLP-1R form | P43220 | Potency, µM (series often up to 45.6 µM), for inactives: at the top dose activation, hits mostly activators | 380,000 tested, 0.007% active; note: potency is the fitted concentration of half-maximal effect; % of control where 0% means no effect
# TDP43 rescue – TDP-43 toxicity inhibition in yeast | TDP-43 expressing yeast growth rescue, BacTiter-Glo, 24 h | Potency, µM (series often up to 46.1 µM), inactives show at the highest dose growth rescue (activation), usual class: activators | 410,000 tested, 1.8% active; note: potency is the fitted concentration of half-maximal effect; % of control where 0% means no effect; nearly all actives have a fitted effect of over 50% in size
#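 Yeast expressing TDP-43 (pregrown in raffinose, seeded at OD600=0.02 in galactose medium) exposed to compounds 24 hr at 30 deg C. Growth read by BacTiter-Glo luminescence; rescue of toxicity appears as increased signal.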
# Active calls of the source: *; i = inactive; ? = inconclusive; · = no result given; [ ] = another dose, or the depositor's remark. Unless noted, calls come from the whole dose curve; as a rule, active = well fitted curve in the direction sought with a large enough effect; inconclusive = small, poorly fitted or top-dose-only effect, or another doubt; inactive = no such curve, though single readings can be large; an effect the other way counts as inactive or inconclusive. The list is partial; count on the stated rates, not on these rows.
# Order of results – GLP-1R inv ag, D3 ag, aSyn rescue, PTHR1 ag, KB-V1 cytotox, GLP1R cytotox, D3 antag, GLP-1R agonist, TDP43 rescue
CCc1c(C)c2ccc(O)c(CN(C)C)c2oc1=O
→ 73%[activator], -2, -2%, -6%[57.5 µM], -7%, 376%[activator], 11, 18%, -2%
CC(C)c1ccc(OCc2cc(=O)n3c(-c4ccccc4)csc3n2)cc1
→ 15%, 4, ·, i, ?, 9%, ·, 1%, 4%
COC(=O)Cc1c(C)c2c(OCc3nn[nH]n3)cc(C)cc2oc1=O
→ 82%[activator], -7, -1%, -17%, 0%, 9%, ?, -5%, 1%
Cc1cc(C)n(CC(=O)c2ccccc2)c(=O)c1C#N
→ 2%, 0, -7%, 20%[57.5 µM], 11%, -12%, -18, 2%, -3%
Cc1cccc(NC(=O)CSc2nnc(CSc3nc(C)cc(C)n3)o2)c1
→ 14%, -4, 2%, i, 1%, -2%, -14, 4%, 2%
CCOC(=O)N1CCN(Cc2nc3c(c(=O)n(C)c(=O)n3C)n2Cc2cccc3ccccc23)CC1
→ ?, -6, 18%, i, -9%, 11%, -27, 16%, 6%
C=CCn1cccc(C(=O)Nc2ccc(OC)cc2OC)c1=O
→ 52%[activator], 1, -1%, -14%, -17%, 1%, 9, 12%, 27%
COC(=O)c1ccc(CNC(=O)COC(=O)c2ccccc2-c2ccccc2)cc1
→ ?, -7, 1%, i, -4%, 0%, 1, 15%, 23%
O=C(CC[C@H]1O[C@@H](n2cnc3c(NC(=O)c4ccccc4)ncnc32)[C@H](O)[C@@H]1O)N[C@@H](CO)Cc1c[nH]c2ccccc12
→ 14%, 1, -3%, -18%, 0%, -2%, -8, 6%, 22%
Cc1ccc(S(=O)(=O)N2CCN(CCc3ccccc3)CC2)c(C)c1
→ ?, -24, 10%, -25%, ?, 1%, -29, 1%, 3%
O=C(NC1(C(F)(F)F)NC(=O)N(Cc2ccccc2)C1=O)c1cccs1 (stereo not given)
→ -14%, 0, 7%, ?, 11%, 6%, 9, 30%, 7%
COc1ccc(C(=O)Oc2cccnc2)cc1OC
→ 3%, -4, 5%, -1%, -2%, -13%, ?, 3%, 9%
COC(=O)c1cn(CCOc2ccc(C)cc2)c2ccccc12
→ ?, 4, 10%, i, ?, 6%, 24, 1%, ?
NC(=O)[C@@H]1CCCNc2c(I)cc([N+](=O)[O-])cc2C(=O)N[C@@H](CO)C(=O)NCC(=O)N1
→ 10%, 3, 1%, -11%, 6%, -23%, 1, 2%, -7%
Cc1ccccc1C(=O)N1c2ncnn2C2(CCCCC2)[C@@H]2CCCC[C@@H]21
→ -10%, -9, ·, i, -2%, -6%, ·, ·, ?
O=C(N/N=C/c1ccc(OC(=O)c2cccs2)cc1)c1cccc(F)c1
→ -5%, 5, 0%, -5%[57.5 µM], -23%, 5%, -15, -2%, -15%
C/C(=N/NC(=O)c1sc(NS(=O)(=O)c2ccccc2)nc1C)c1ccccc1
→ 45%[activator], 3, 1%, -17%, 26%, 7%, 2, -6%, 6%
Cn1c(Sc2nc3ccccc3n2C)nc2ccccc21
→ -1%, -5, 6%, i, ?, -10%, 17, -3%, ?
CSc1nsc(SCC(=O)Nc2ccccn2)n1
→ 47%[activator], 0, -2%, i, -1%, 2%, 5, 10%, 10%
CC(C)N(C(=O)CN1C(=O)NC(c2ccccc2)(c2ccccc2)C1=O)C(C)C
→ -19%, 1, -4%, -1%, ?, 1%, -8, 7%, -5%

# Order of results – GLP-1R inv ag, D3 ag, aSyn rescue, PTHR1 ag, KB-V1 cytotox, GLP1R cytotox, D3 antag, GLP-1R agonist, TDP43 rescue
CN(C)c1ccc(NC(=O)CSc2nc(C3CC3)nc3ccccc23)cc1
→ -1%, 26, -1%, i, ?, ?, 15, -3%, 5%
O=C(NCC1CC1)c1onc(CSc2ccc(F)cc2)c1C(=O)NCC1CC1
→ ?, 6, 1%, -13%, 0%, 7%, 37, -1%, -5%
O=S(=O)(NCC1(N2CCOCC2)CCCCC1)c1ccccc1Cl
→ -14%, -3, -6%, -3%, 12%, 11%, 12, 1%, 6%
CCOC(=O)c1nn(-c2ccc(Cl)cc2)c(=O)c(C#N)c1C
→ 24%, 4, -1%, 14%, -1%, 2%, -5, 2%, 5%
Cc1ccc(NC(=O)C2C3CCC(O3)C2C(=O)O)cc1Cl (stereo not given)
→ -16%, -9, 2%, i, -18%, -21%, 9, 0%, 9%
Cc1ccc(OCCCC(=O)Nc2nncs2)cc1
→ 10%, -10, 2%, i, 0%, 11%, -1, 5%, 11%
O=C(NCc1cccnc1)c1cc(C2CCCCN2C(=O)CCc2ccccc2)on1 (stereo not given)
→ 4%, -4, -3%, i, -6%, 1%, -10, 0%, 11%
Cc1nc(SCc2cccc(Cl)c2)nc2c1CCCC2
→ -13%, -8, ·, i, ?, 23%, ·, ·, ?
S=c1[nH]nc(-c2ccccn2)n1/N=C/c1ccc(Br)s1
→ 30%, 13, -5%, -30%, 0%, -3%, -56*, 4%, -5%
COCCNC(=O)c1cn(CCOC)c(=O)c2c1c1ccccc1n2C
→ -1%, -1, 3%, i, 0%, -3%, 20, -4%, -4%
CCOC(=O)C1CCN(c2nc3ccccc3nc2C(C#N)C(=O)OCCOC)CC1 (stereo not given)
→ -21%, 10, 1%, 0%[57.5 µM], 0%, 1%, 6, 9%, 9%
Cc1cccc(CS(=O)(=O)c2ncc(Cl)c(C(=O)NCc3ccc4c(c3)OCO4)n2)c1
→ 8.9µM*, -1, 16%, -38%[inhibitor], 20%, -8%, -97*, -15%, 11%
COC(=O)c1sc(SC)c(S(=O)(=O)C(C)C)c1N/N=C(\C#N)C(=O)c1ccccc1
→ 2%, -11, 0%, -29%, 1%, ?, -23, 10%, -16%
COc1cc(/C=C/c2ccc(/C=C/c3cc(OC)c(OC)c(OC)c3)cc2)cc(OC)c1OC
→ ?, 3, 0%, -24%, ?, 2%, 6, -5%, 22%
CCOC(=O)c1[nH]cnc1C(=O)N1CCC(C)CC1
→ 13%, -10, -2%, -8%, -14%, 4%, -22, -4%, 10%
COc1cccc(NCc2nnc(SCC(=O)N(C)C3CCS(=O)(=O)C3)n2C2CCCCC2)c1 (stereo not given)
→ -19%, -2, -2%, -24%, 0%, -11%, 4, -1%, 2%
CCCN(Cc1nnc(-c2ccccc2Cl)o1)C(=O)c1cccc(S(=O)(=O)N2CCOCC2)c1
→ 21%, -4, -1%, i, -5%, -12%, -3, 16%, 2%
Cc1ccc(C(C)CCN2CCC(n3nccc3NC(=O)c3ccccc3)CC2)o1 (stereo not given)
→ -16%, -29, -4%, i, ·, 0%, 1, -9%, 24%
CCOC(=O)C1(C(=O)OCC)NC(=O)CC1C(C)C (stereo not given)
→ -1%, 2, -12%, -13%, 0%, 6%, -10, -1%, 10%
CCOC(=O)c1cnc2c(C)cccc2c1Nc1ccc(OC(C)C)cc1
→ 22%, -14, ·, -49%[inhibitor], 0%, 2%, ·, -1%, -5%

SMILES	GLP-1R inv ag	D3 ag	aSyn rescue	PTHR1 ag	KB-V1 cytotox	GLP1R cytotox	D3 antag	GLP-1R agonist	TDP43 rescue
CCCN1CCN(C2CCCCC2NS(=O)(=O)c2ccc(Cl)cc2)CC1 (stereo not given)	?	-16	-2%	-23%	13%	-15%	?	6%	-11%
CC1(C)CC(=O)C(=Cc2cn(CCC#N)nc2-c2ccc(Cl)cc2)C(=O)C1	-5%	-7	14%	i	13%	-11%	-26	-3%	-28%
Cc1cc(C)c(S(=O)(=O)N2CCOCC2)cc1C	16%	4	-1%	i	2%	15%	12	7%	-6%
COc1ccccc1N1CCN(CC(=O)NCc2ccc(Cl)cc2)CC1	?	-7	-7%	i	-25%	-3%	-70*	4%	0%
Cn1c(SCC(=O)N2CCCc3ccccc32)ncc(C(=O)Nc2ccccc2)c1=O	2%	-11	·	-6%	·	-2%	·	·	13%
CCOc1ccccc1NC(=O)c1ccc(F)c(S(=O)(=O)N2CCC3(CC2)OCCO3)c1	2%	-9	-1%	-6%[57.5 µM]	-17%	7%	-10	29%	1%
Cc1cc(C)cc(NC(c2cccc(Cl)c2)c2nnc(-c3ccccc3)o2)c1 (stereo not given)	?	4	·	i	6%	-8%	·	·	0%
COc1cc2[nH]c(=S)n(CCN3CCCCC3C)c(=O)c2cc1OC (stereo not given)	3%	-2	3%	i	?	?	-28	9%	-9%
O=C(NCc1ccccc1CN1CCCC1)c1ccc(Cl)c(S(=O)(=O)N2CCCC2)c1	?	-31	-4%	-14%	0%	?	-50*	9%	-5%

# Compounds listed so far that have a cyano group (5):
SMILES	GLP-1R inv ag	D3 ag	aSyn rescue	PTHR1 ag	KB-V1 cytotox	GLP1R cytotox	D3 antag	GLP-1R agonist	TDP43 rescue
Cc1cc(C)n(CC(=O)c2ccccc2)c(=O)c1C#N	2%	0	-7%	20%[57.5 µM]	11%	-12%	-18	2%	-3%
CCOC(=O)c1nn(-c2ccc(Cl)cc2)c(=O)c(C#N)c1C	24%	4	-1%	14%	-1%	2%	-5	2%	5%
CCOC(=O)C1CCN(c2nc3ccccc3nc2C(C#N)C(=O)OCCOC)CC1 (stereo not given)	-21%	10	1%	0%[57.5 µM]	0%	1%	6	9%	9%
COC(=O)c1sc(SC)c(S(=O)(=O)C(C)C)c1N/N=C(\C#N)C(=O)c1ccccc1	2%	-11	0%	-29%	1%	?	-23	10%	-16%
CC1(C)CC(=O)C(=Cc2cn(CCC#N)nc2-c2ccc(Cl)cc2)C(=O)C1	-5%	-7	14%	i	13%	-11%	-26	-3%	-28%

# Source: PubChem BioAssay
